Bioassay records: PubChem, Sanford-Burnham Center for Chemical Genomics
NOD1 inhibition: inhibition of NOD1-driven NF-kB reporter – cell-based, luminescence, uHTS, primary screen (AID 1578); NOD1-driven NF-kB luciferase reporter cells, luminescence; higher % means a stronger effect; inhibition, % at 4 µM, or EC50 in µM where a hit was titrated; actives 1% (n = 290,000); in the data active means inhibition mostly above about 36%, no sharp cut-off; inactive means mostly below about 34%;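 further: HEK-293T reporter cells stimulated with the NOD1 agonist gamma-tri-DAP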
GPR55 beta-arrestin: GPR55 agonists via beta-arrestin recruitment, primary screen, imaging, U2OS cells, beta-arrestin-GFP redistribution (AID 1961); activation, % at 10 µM, or EC50 in µM where a hit was titrated; actives 0.048% (n = 290,000); U2OS GPR55 beta-arrestin-GFP redistribution imaging; higher % means a stronger effect;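 active means activation above 40% with more than 50 cells counted in the well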;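 further: U2OS osteosarcoma cells stably expressing GPR55 and beta-arrestin-GFP; plate controls were DMSO negative control for no effect and LPI positive control for full effect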
KOR beta-arrestin-1: kappa opioid receptor activators – cell-based, luminescence, uHTS, primary screen (AID 1777); actives 0.02% (n = 280,000); activation, % at 10 µM, or EC50 in µM where a hit was titrated; KOR beta-arrestin recruitment, luminescence; higher % means a stronger effect; in the data active means activation above about 50%, passing the limit was not always enough; further: a part of the inactive calls stands beside numbers as strong as those of hits
GPR35 arrestin U2OS: GPR35 antagonists blocking zaprinast-driven arrestin recruitment, primary screen, imaging, U2OS, beta-arrestin-GFP, zaprinast agonist (AID 2058); U2OS GPR35 beta-arrestin-GFP translocation imaging, zaprinast antagonism; higher % means a stronger effect; inhibition, % at 10 µM, or IC50 in µM where a hit was titrated; actives 0.052% (n = 290,000);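 active means inhibition of at least 50% with at least 30 cells and total cytoplasm GFP at most 10,000,000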
AID2073: inhibitors of Mint1-CaV2.2 protein interaction, biochemical, HTRF (AID 2073). inhibition, % at 20 µM; hits with a dose series show IC50 in µM. HTRF protein-protein interaction, Mint1-CaV2.2; higher % means a stronger effect. actives 0.19% (n = 290,000); in the data active means inhibition mostly above about 51%, no sharp cut-off; further: some results filed as inactive read as strong as hits
HIV fusion peptide: cell-free HIV fusion peptide-binding blockers – biochemical, uHTS, fluorescence dequenching, primary screen (AID 1986); actives 0.3% (n = 290,000); inhibition, % at 20 µM; hits with a dose series show IC50 in µM; cell-free peptide binding, fluorescence dequenching, 30 min; higher % means a stronger effect; in the data active means inhibition mostly above about 52%, no sharp cut-off; inactive means mostly below about 76%; further: some results filed as inactive read as strong as hits
KOR beta-arrestin-2: kappa opioid receptor blockers – cell-based, luminescence, uHTS (AID 1778) | actives 0.091% (n = 290,000) | inhibition, % at 10 µM; hits with a dose series show IC50 in µM | KOR beta-arrestin recruitment, luminescence, antagonist mode; higher % means a stronger effect; in the data active means inhibition above about 50%; further: strong numbers were not always called active
GPR55 LPI antagonism: GPR55 antagonists blocking LPI-driven arrestin recruitment, primary screen, imaging, U2OS, beta-arrestin-GFP, LPI agonist (AID 2013). one-dose inhibition, % at 10 µM; IC50 in µM for titrated hits. actives 0.13% (n = 290,000). U2OS GPR55 beta-arrestin-GFP translocation imaging, LPI antagonism; higher % means a stronger effect;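 active means spots per cell inhibited over 60%, with over 100 cells counted and total cytoplasm intensity under 500,000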;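 further: U2OS cells stably carrying GPR55 and arrestin-GFP stimulated by 5 µM LPI near EC80; imaged beta-arrestin-GFP aggregate spots per cell after agonist stimulation; plate controls were LPI-stimulated DMSO wells for no effect and DMSO wells without LPI for full effect; some results filed as inactive read as strong as hits; confirmed hits need IC50 under 10 µM and bright autofluorescent wells are also inconclusive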
SIAH1 antagonists: blockers of Siah-1 interaction with plectin peptide – biochemical, fluorescence polarization, rhodamine-plectin, uHTS, primary screen (AID 1817); displacement, % at 20 µM; hits with a dose series show IC50 in µM; Siah-1 / rhodamine-plectin peptide fluorescence polarization; higher % means a stronger effect; actives 0.02% (n = 290,000);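 active means displacement of at least 50% at 20 µM, with a fluorescence ratio check between 0.3 and a set limit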;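 further: plate controls were Siah plus tracer with DMSO for no effect and tracer alone without Siah for full effect; strong numbers were not always called active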
Active calls of the source: *; x = not tested or not shown; [ ] = dose if it differs, or a comment. A portion of the library, so the mix of outcomes need not match the whole.

nr | SMILES | NOD1 inhibition | GPR55 beta-arrestin | KOR beta-arrestin-1 | GPR35 arrestin U2OS | AID2073 | HIV fusion peptide | KOR beta-arrestin-2 | GPR55 LPI antagonism | SIAH1 antagonists
1 | COc1ccc(NC(=O)c2[nH]ncc2[N+](=O)[O-])cc1 | -29% | 0.7% | -4.3% | 8% | -15% | -0.9% | -10% | 5% | -4%
2 | CCOC(=O)CN(C)C(=O)CCc1nnc(-c2ccsc2)o1 | -34% | 0.6% | x | 14% | -6% | -0.7% | -6%[20 µM] | 17% | 15%
3 | N#Cc1ccncc1Sc1ccc(Cl)cc1 | -1% | -0.1% | -1.2% | 0% | 43% | -3.1% | 12% | 6% | -1%
4 | CC1(C(=O)NC2CCCCCCC2)CCC(=O)N1CCN1CCOCC1 (configuration not stated) | -2% | -0.1% | -2.7% | 21% | -2% | 4.5% | 20% | 14% | 4%
5 | c1ccc(-c2noc(COc3ccc4c(c3)OCO4)n2)cc1 | -122% | 0.0% | 1.5% | 1% | 2% | -1.0% | -6% | -6% | 0%
6 | CC1(CO)COC(c2ccccc2)=N1 (configuration not stated) | -1% | -0.1% | -1.7% | 13% | 3% | -0.1% | 29% | -6% | 1%
7 | CCn1c(C)nc2cc(C(=O)N3N=C(CCOC)CC3(O)C(F)(F)F)ccc21 (configuration not stated) | 5% | 0.7% | 2.7% | 8% | 15% | -2.1% | 38% | 4% | -6%
8 | COc1ccc2cc(S(=O)(=O)n3cnc(C)c3)ccc2c1 | -14% | -0.1% | -3.5% | 11% | -3% | -1.8% | -62%[20 µM] | -10% | -4%
9 | O=C(NC1(C(F)(F)F)NC(=O)N(C2CCCCC2)C1=O)c1cccs1 (configuration not stated) | -9% | 0.2% | 1.7% | -10% | -6% | 1.2% | 13% | 10% | 1%
10 | O=C(NNC1=Nc2ccccc2SC1)c1ccc(F)cc1 | 19% | -0.2% | -8.6% | 12% | 1% | -3.4% | 30% | 8% | 1%
11 | CCCC(=O)N1CCc2cc(-c3nc(N)sc3C)ccc21 | -58% | -0.2% | -3.3% | 0% | 10% | -0.9% | 13% | 5% | -3%
12 | O=C(Nc1cccc2ncccc12)C(c1ccccc1)c1ccccc1 | -8% | -0.1% | -2.7% | 1% | 20% | -1.0% | 0%[20 µM] | 4% | -1%
13 | Cc1c(Br)c([N+](=O)[O-])nn1CC(=O)NCc1cccs1 | -9% | -0.1% | 0.3% | 15% | -3% | -1.2% | -12% | 5% | -4%
14 | CC(C)NC(=O)CSc1ncccc1-c1nc2ccccc2[nH]1 | -19% | 0.6% | 1.6% | -3% | 10% | 1.5% | -7%[20 µM] | 14% | 1%
15 | CNC(=O)NC(=O)C(C)OC(=O)c1ccc(Cl)c(S(=O)(=O)Nc2ccc(F)cc2)c1 (configuration not stated) | -4% | -0.2% | 5.5% | -3% | 3% | 1.5% | 1% | 5% | 4%
16 | CC(C)(O)P(C)(=O)c1ccccc1 (configuration not stated) | 4% | -0.1% | 2.8% | 3% | -2% | 2.9% | -46% | 0% | -1%
17 | CCCCC(CC)C1OCC(CN2CCCCC2)O1 (configuration not stated) | -2% | 0.1% | -3.0% | 2% | 8% | 0.2% | -25% | -13% | 2%
18 | O=C(O)C1CCN(C(=O)c2scc3c2OCCO3)CC1 | -14% | -0.1% | 0.8% | 5% | -2% | -0.8% | -8% | -4% | 2%
19 | Cc1ccc(-c2cn(-c3ccc(SC(F)F)cc3)c3[n+]2CCC3)cc1 | 11% | -0.1% | -4.4% | 1% | 0% | -0.6% | -20% | 9% | -7%
20 | O=c1[nH]c2ccc(NCc3ccccc3OCc3ccc(Cl)cc3)cc2[nH]1 | 23% | 0.4% | -0.5% | 1% | -20% | -1.8% | -14% | 7% | -3%
21 | C=CCNC(=O)c1ccccc1NC(=O)c1ccc(Cl)c(S(=O)(=O)Nc2ccccc2)c1 | 1% | -0.1% | 5.8% | 6% | -2% | 3.4% | -24% | 10% | 3%
22 | Cc1cccc(NC(=O)CCSc2ccccn2)c1 | 27% | -0.3% | 2.3% | 5% | 16% | -3.7% | -12% | 0% | 3%
23 | Cc1ccnc(NC(=O)CCC(=O)N(CC(=O)NC2CCCCC2)Cc2ccccc2)c1 | -40% | 0.2% | x | 8% | 2% | 1.5% | -15%[20 µM] | 18% | 3%
24 | CCSc1nc2c(c(=O)[nH]c(=O)n2C)n1CC(O)COc1ccccc1 (configuration not stated) | -24% | -0.2% | -7.5% | -2% | -1% | -1.3% | -19% | 1% | 0%
25 | Cc1ccc(CNC(=O)[C@@H](NC(=O)C2CCN(C(=O)[C@@H]3CCCN3)CC2)C(C)C)cc1 | -11% | -0.1% | -7.8% | -1% | 11% | 0.4% | 5%[20 µM] | 1% | 3%
26 | CCC(C)Nc1nc2c(c(=O)[nH]c(=O)n2C)n1CCOc1ccccc1 (configuration not stated) | 12% | 0.0% | 1.7% | -1% | 25% | -1.7% | -26% | -14% | -1%
27 | CC(C)(C)OC(=O)N1CCC[C@H]1c1nnc(SCC(=O)Nc2ccc(Br)cc2)o1 | -8% | 0.0% | -2.0% | -19% | 4% | 0.0% | 29% | -2% | 11%
28 | CC1CCCC(C)N1C(=S)SCC(=O)O (configuration not stated) | -20% | 0.3% | -1.2% | -3% | -1% | -2.1% | -11% | 7% | -2%
29 | Oc1ccccc1/C=N/N1CCN(c2ccccn2)CC1 | -1% | 0.6% | 0.0% | 11% | 12% | -1.2% | 23% | 0% | 5%
30 | CS(=O)(=O)N1CCN(C(=O)C(Sc2ccccc2)c2ccccc2)CC1 (configuration not stated) | -6% | -0.1% | -0.2% | 5% | -9% | 1.7% | 15% | 2% | 0%

Two neighbouring records already listed:
nr | SMILES | NOD1 inhibition | GPR55 beta-arrestin | KOR beta-arrestin-1 | GPR35 arrestin U2OS | AID2073 | HIV fusion peptide | KOR beta-arrestin-2 | GPR55 LPI antagonism | SIAH1 antagonists
5 | c1ccc(-c2noc(COc3ccc4c(c3)OCO4)n2)cc1 | -122% | 0.0% | 1.5% | 1% | 2% | -1.0% | -6% | -6% | 0%
6 | CC1(CO)COC(c2ccccc2)=N1 (configuration not stated) | -1% | -0.1% | -1.7% | 13% | 3% | -0.1% | 29% | -6% | 1%

Next section.
nr | SMILES | NOD1 inhibition | GPR55 beta-arrestin | KOR beta-arrestin-1 | GPR35 arrestin U2OS | AID2073 | HIV fusion peptide | KOR beta-arrestin-2 | GPR55 LPI antagonism | SIAH1 antagonists
31 | CCC(=O)NC1CC2CCCC(C1)N2Cc1ccc(C)cc1 (configuration not stated) | -14% | -0.1% | 3.9% | 6% | 17% | 2.5% | 2% | 0% | 0%
32 | O=C(NC(NCC1CCCO1)C(Cl)(Cl)Cl)c1cccc2ccccc12 (configuration not stated) | -10% | 0.5% | -1.3% | 10% | 4% | 0.3% | -11% | 7% | 4%
33 | CC(C)N(C(=O)C(F)(F)F)C(C(=O)NC1CCCCC1)c1ccncc1 (configuration not stated) | -11% | -0.3% | -5.4% | -3% | -1% | -0.2% | 12% | 8% | 1%
34 | Nc1ncnc2c1ncn2C1OC(COP(=O)(O)O)C(O)C1O (configuration not stated) | -13% | -0.1% | -2.0% | -11% | 2% | -0.7% | -5%[20 µM] | -11% | -3%
35 | O=C(N/N=C/c1ccc(N2CCOCC2)s1)c1ccc(NS(=O)(=O)c2cccs2)cc1 | 5% | -0.2% | 1.3% | 0% | 4% | 4.5% | -25% | 8% | -10%
36 | O=c1c(Cl)c(N2CCN(c3ccccc3)CC2)cnn1C12CC3CC(CC(C3)C1)C2 | -11% | 0.9% | -0.8% | -7% | -1% | -3.8% | -15% | 4% | 3%
37 | CCCN(CCC)CCCNC(=O)C1c2cc(OC)c(OC)cc2C(=O)N(C)C1c1cccnc1 (configuration not stated) | -18% | 0.1% | 1.3% | -1% | -12% | -0.2% | 0% | -11% | -9%
38 | CCOC(=O)C1(S(=O)(=O)c2ccccc2)CCN(Cc2ccccc2)CC1 | x | -0.2% | 3.8% | 19% | -2% | -3.7% | -25% | -4% | 10%
39 | O=C1[C@@H]2Cc3c([nH]c4ccccc34)C(c3cccc(Br)c3)N2C(=O)CN1C1CCN(Cc2ccccc2)CC1 (some centres not stated) | -10% | 0.3% | -2.1% | -9% | 16% | 0.8% | -41% | 0% | -4%
40 | COc1cc(NC(=O)c2c3c(nc4ccccc24)CCC3)cc(OC)c1 | -6% | 0.9% | -4.7% | -1% | 19% | -0.4% | -5% | -14% | -8%
41 | CCCNC(=S)N(Cc1ccccc1)Cc1nc2ccccc2c(=O)[nH]1 | -34% | 0.9% | 6.2% | -5% | -11% | -1.1% | 26% | -1% | -3%
42 | CCOC(=O)c1cc2cc([N+](=O)[O-])cc(OC)c2oc1=O | -28% | -0.1% | x | -9% | 2% | -0.5% | -11%[20 µM] | -4% | 3%
43 | C=CCn1c(SCC(=O)c2ccccc2)nnc1-c1ccc2c(c1)OCO2 | 59% | -0.1% | 5.3% | -5% | -25% | -1.2% | 15% | 3% | 2%
44 | CCc1ccc(Oc2ncnc(N)c2[N+](=O)[O-])cc1 | -18% | 0.2% | 1.6% | 7% | 4% | 0.1% | -17%[20 µM] | 18% | 19%
45 | NC(Cc1ccc(Oc2ccc(O)cc2)cc1)C(=O)O (configuration not stated) | -27% | -0.1% | -0.8% | -2% | -2% | 2.1% | 12% | 6% | -2%
46 | CCN(CC)CCNC(=O)Cn1nc(Cc2ccccc2)c2ccccc2c1=O | -9% | 0.2% | 1.7% | 0% | 0% | 0.3% | 1% | 10% | 0%
47 | NC(=O)C1CCN(C(=O)c2ccc(C(F)(F)F)cc2)CC1 | 8% | -1.0% | 4.3% | 12% | -3% | -2.6% | -10% | -12% | 1%

In the list so far, these contain a Cl atom:
nr | SMILES | NOD1 inhibition | GPR55 beta-arrestin | KOR beta-arrestin-1 | GPR35 arrestin U2OS | AID2073 | HIV fusion peptide | KOR beta-arrestin-2 | GPR55 LPI antagonism | SIAH1 antagonists
3 | N#Cc1ccncc1Sc1ccc(Cl)cc1 | -1% | -0.1% | -1.2% | 0% | 43% | -3.1% | 12% | 6% | -1%
15 | CNC(=O)NC(=O)C(C)OC(=O)c1ccc(Cl)c(S(=O)(=O)Nc2ccc(F)cc2)c1 (configuration not stated) | -4% | -0.2% | 5.5% | -3% | 3% | 1.5% | 1% | 5% | 4%
20 | O=c1[nH]c2ccc(NCc3ccccc3OCc3ccc(Cl)cc3)cc2[nH]1 | 23% | 0.4% | -0.5% | 1% | -20% | -1.8% | -14% | 7% | -3%
21 | C=CCNC(=O)c1ccccc1NC(=O)c1ccc(Cl)c(S(=O)(=O)Nc2ccccc2)c1 | 1% | -0.1% | 5.8% | 6% | -2% | 3.4% | -24% | 10% | 3%
32 | O=C(NC(NCC1CCCO1)C(Cl)(Cl)Cl)c1cccc2ccccc12 (configuration not stated) | -10% | 0.5% | -1.3% | 10% | 4% | 0.3% | -11% | 7% | 4%
36 | O=c1c(Cl)c(N2CCN(c3ccccc3)CC2)cnn1C12CC3CC(CC(C3)C1)C2 | -11% | 0.9% | -0.8% | -7% | -1% | -3.8% | -15% | 4% | 3%
